# BRCA1 expr act: qHTS Assay to Identify Small Molecule Activators of BRCA1 Expression; 380,000 compounds, 1.1% hits; Potency, µM (top dose mostly 46.1 µM), inactives show top-dose activation, most hits filed as activators; AID 624202, 2012; MCF7-BRCA1-FFLuc reporter, luminescence, 48 h; response scale: scaled: vehicle 0%, 10 µM genistein 100%; note: nearly all actives have a fitted effect of over 80% in size; some results filed as inactive show a strong effect at the top dose
#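 Quantitative HTS in MCF7 cells stably reporting BRCA1 expression via firefly luciferase. Compound treatment lasts 48 h at 37 °C in phenol-red free MEM. Activation is expressed relative to genistein at 10 microM and DMSO.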
# Integrin act MD: qHTS for Activators of Integrin-Mediated Alleviation for Muscular Dystrophy; Potency, µM (titrated, usually from 38.3 µM), for inactives: at the highest dose activation, most hits filed as activators; AID 624291, 2012; alpha7betagal myoblasts, beta-gal FDG fluorescence, 48 h; 350,000 compounds, 0.064% hits;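 note: 100% = response of the positive control SU9516; nearly all actives have a fitted effect of over 60% in size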
#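 alpha7betagal+/- myoblasts (passage 13, 250/well) treated 48 h at 37C with compounds at 1:260 dilution of DMSO stock. Lysed, then beta-galactosidase activity read as FDG fluorescence (ex 480/em 540) after 30 min, with pre-read for autofluorescence.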
# * = called active by the depositor; [ ] = another dose, or the depositor's remark. Calls come from the whole dose curve; as a rule, active = well fitted activation curve with a large enough effect; inconclusive = small, poorly fitted or top-dose-only effect; inactive = no such curve, though single readings can be large or run the other way. Potency is the fitted concentration of half-maximal effect. Not all compounds are listed; the hit share may differ from the screen's.
SMILES,BRCA1 expr act,Integrin act MD
Cc1noc(C)c1S(=O)(=O)N(C)C[C@H]1OCCCC[C@@H](C)Oc2ccc(NC(=O)CCCN(C)C)cc2C(=O)N([C@H](C)CO)C[C@@H]1C,0%,29%
COc1ncnc2c1ncn2CCCNCc1ccccn1,2%,-3%
Cc1ccc(S(=O)(=O)Nc2ccc3c(c2)C(=O)N([C@@H](C)CO)C[C@@H](C)[C@@H](CN(C)S(=O)(=O)c2ccccc2)OCCCC[C@H](C)O3)cc1,-33%,2%
CCCCCC(=O)N1C[C@@H](n2cc(C3CC3)nn2)[C@H](O)C[C@@H]1c1ccc(OC)cc1,-1%,12%
C[C@H]1CN([C@@H](C)CO)C(=O)c2cc(-c3ccccc3F)cnc2O[C@@H]1CN(C)C(=O)NC1CCCCC1,5%,3%
O=C(CN1C(=O)C2CC=CCC2C1=O)Nc1ccc(F)c(Cl)c1 (configuration not stated),-2%,14%
CC(=O)NC(CCc1ccc(Cl)c(Cl)c1)c1cccc(O)c(=O)c1 (configuration not stated),-66%[inhibitor],0%
CC(=O)Nc1ccc(C(C#N)=Cc2ccc(N(C)CCC#N)cc2)cc1,-32%,-14%
O=C(Cn1sc2ccccc2c1=O)Nc1ccc(Br)cc1,-33%,1%
CC(C)c1cc(C(=O)OCC(=O)NC2CC2)c(O)c(C(C)C)c1,-2%,0%
O=C1C=CN(C2OC(CO)C(O)C2O)C(=O)C1 (configuration not stated),-5%,-6%
O=c1c2cc(C(F)(F)F)ccc2sn1-c1ccccc1,0%,-17%
COc1ccc(CCNC(=O)CSc2nc3c(sc(=S)n3-c3ccccc3)c(=O)[nH]2)cc1OC,1%,2%
CC(C)[C@H](N)C(=O)N[C@H]1CCC2C3CC=C4C[C@@H](O)CC[C@]4(C)C3CC[C@@]21C (some centres not stated),-84%[inhibitor],-58%[inhibitor]
C[C@@H]1CN([C@H](C)CO)C(=O)CCCn2nncc2CO[C@H]1CN(C)S(=O)(=O)c1ccc(-n2cccn2)cc1,2%,-2%
COC(=O)C[C@H]1C[C@H]2c3cc(NS(=O)(=O)c4ccc(OC)cc4)ccc3O[C@H]2[C@H](CO)O1,9%,24%
Cc1cc(C(=O)CN2C(=O)NC(C)(c3ccc(F)c(F)c3)C2=O)c(C)n1C1CC1 (configuration not stated),-15%,-21%
Cc1ccc(-n2c(COc3ccccc3)nnc2SCC(=O)O)cc1,17%,-7%
CCCC1NC(=O)c2cc3ccccc3cc2-n2c1nc1ccc(C)cc1c2=O (configuration not stated),7%,2%
CCc1ccc(-n2c(=S)sc3c(=O)[nH]c(SCC(=O)NC4CCCCC4)nc32)cc1,-10%,19%
CCOC(=O)C1=C(COC(=O)C2CC(=O)N(c3ccccc3CC)C2)NC(=O)NC1C (configuration not stated),5%,4%
CCOc1ccc(OCC)c(NC(=O)C2C3C=CC(O3)C2C(=O)O)c1 (configuration not stated),24%,0%
Cc1cccc(-c2nc(CCNC(=O)c3ccco3)cs2)c1,1%,3%
COc1ccc([C@H]2N[C@]3(CCCN(Cc4ccco4)C3=O)[C@H]3C(=O)N(C)C(=O)[C@@H]23)cc1,-1%,12%
CCN(CC)C(=O)C1=C(C)N(Cc2ccc(OC)cc2)C(=O)C(CC(=O)NC2CCCCC2)C1 (configuration not stated),0%,-2%
COC(=O)C1=C(O)/C(=C/c2ccc(OCC(=O)Nc3ccc(OC)cc3)cc2)N=C1C,4%,9%
CCN1CCN(c2sc(S(=O)(=O)CC)nc2S(=O)(=O)c2ccc(C)cc2)CC1,-34%,-26%
CCCC(=O)NC(c1cccc([N+](=O)[O-])c1)c1ccc2cccnc2c1O (configuration not stated),-74%,-40%
CN1OC[C@@H]2CN[C@H](c3ccc(-c4cc5ccccc5o4)cc3)C[C@@H]21,-74%,-17%
C[C@H]1CN([C@@H](C)CO)C(=O)c2cc(Br)cnc2O[C@@H]1CN(C)S(=O)(=O)c1cn(C)cn1,10%,5%
C[C@@H]1CN([C@@H](C)CO)C(=O)c2c(c3ccccc3n2C)-c2ccccc2CO[C@H]1CN(C)C(=O)C1CC1,6%,16%
CC1CCCCC12NC(=O)N(CC(=O)Nc1ccc3c(c1)OCO3)C2=O (configuration not stated),-1%,-12%
COc1ccc(-c2ccc(CN3C(CC(C)C)C(=O)N(Cc4cn(CC5CCCCC5)nn4)CCS3(=O)=O)cc2)cc1OC (configuration not stated),-40%,-23%
C[C@@H]1CN([C@H](C)CO)C(=O)CCCn2cc(nn2)CO[C@H]1CN(C)C(=O)Nc1ccc2c(c1)OCO2,0%,-17%
C[C@H]1CN([C@@H](C)CO)S(=O)(=O)c2ccc(Br)cc2O[C@@H]1CN(C)C(=O)CCN1CCCCC1,0%,-15%
COc1ccccc1NC(=O)CN(Cc1ccco1)C(=O)c1cc(Cl)c(OC)c(OC)c1,0%,28%
O=C(NCCN1CCCC(O)C1)c1cc(COc2cccc(C(F)(F)F)c2)on1 (configuration not stated),3%,-24%
OCC[C@@H]1C[C@H](O)[C@@H](O)[C@]2(OCc3ccc4ccccc4c32)O1,-9%,-6%
O=C(NCC(=O)N1CCN(Cc2c(F)cccc2Cl)CC1)c1cccs1,-2%,13%
CCCCCCN1C[C@@H](O)[C@H](n2cc(-c3ccc(F)cc3)nn2)C[C@@H]1c1ccc(OC)cc1,-20%,-5%
Cc1cccc(-c2nc(NCCN(C)C)c3ccccc3n2)c1,1%,-38%
Cc1ccccc1Nc1nc(N)nc(COC(=O)c2nn(C)c(=O)c3ccccc23)n1,-9%,-2%
CCOc1ccccc1C=C1CCc2ccccc2C1=O,31%,-12%
CC(Sc1ccc(S(=O)(=O)N2CCCCC2)cn1)C(N)=O (configuration not stated),10%,9%
CCCN(C(=O)CSc1nnc(-c2ccc3c(c2)OCO3)o1)C1CCS(=O)(=O)C1 (configuration not stated),-13%,6%
COc1ccccc1NC(=O)N(C)C[C@H]1OCc2cnnn2CCCC(=O)N([C@H](C)CO)C[C@H]1C,9%,-5%
CCCCCCCCC(=O)N1C(C)CCC1C (configuration not stated),4%,1%
CCOc1cc(N2CCOCC2)c(OCC)cc1NC(=O)COC(=O)c1c(C)noc1C,20%,-10%
COc1cc2c(cc1OC)C(CNC(=O)C=Cc1ccccc1)C2 (configuration not stated),-1%,18%
CCC(Sc1nc2ccsc2c(=O)n1Cc1ccc(C(=O)O)cc1)C(=O)Nc1cc(Cl)ccc1C (configuration not stated),3%,-14%

# Some of these compounds in order of formula weight, low to high:
SMILES,BRCA1 expr act,Integrin act MD
CCCCCCCCC(=O)N1C(C)CCC1C (configuration not stated),4%,1%
CCOc1ccccc1C=C1CCc2ccccc2C1=O,31%,-12%
Cc1cccc(-c2nc(NCCN(C)C)c3ccccc3n2)c1,1%,-38%
OCC[C@@H]1C[C@H](O)[C@@H](O)[C@]2(OCc3ccc4ccccc4c32)O1,-9%,-6%
COc1cc2c(cc1OC)C(CNC(=O)C=Cc1ccccc1)C2 (configuration not stated),-1%,18%
O=C(NCCN1CCCC(O)C1)c1cc(COc2cccc(C(F)(F)F)c2)on1 (configuration not stated),3%,-24%
Cc1ccccc1Nc1nc(N)nc(COC(=O)c2nn(C)c(=O)c3ccccc23)n1,-9%,-2%
CCCN(C(=O)CSc1nnc(-c2ccc3c(c2)OCO3)o1)C1CCS(=O)(=O)C1 (configuration not stated),-13%,6%
CCCCCCN1C[C@@H](O)[C@H](n2cc(-c3ccc(F)cc3)nn2)C[C@@H]1c1ccc(OC)cc1,-20%,-5%
COc1ccccc1NC(=O)CN(Cc1ccco1)C(=O)c1cc(Cl)c(OC)c(OC)c1,0%,28%
COc1ccccc1NC(=O)N(C)C[C@H]1OCc2cnnn2CCCC(=O)N([C@H](C)CO)C[C@H]1C,9%,-5%
CCC(Sc1nc2ccsc2c(=O)n1Cc1ccc(C(=O)O)cc1)C(=O)Nc1cc(Cl)ccc1C (configuration not stated),3%,-14%
C[C@H]1CN([C@@H](C)CO)S(=O)(=O)c2ccc(Br)cc2O[C@@H]1CN(C)C(=O)CCN1CCCCC1,0%,-15%

# (list continues)
SMILES,BRCA1 expr act,Integrin act MD
COc1cccc(OC)c1C(=O)OCC(=O)NCC1CCCCC1,-7%,7%
Cc1ccc2c(c1)c1c3n2CCN(CCC#N)C3CCC1 (configuration not stated),-18%,9%
O=C(Nc1ccc(C(=O)O)cc1)/C(=C\c1ccco1)NC(=O)c1ccc(Br)cc1,-3%,5%
Cc1cccc(-n2cnc3cc(C(=O)NCC4CCCO4)ccc32)c1 (configuration not stated),-13%,-39%
COc1ccc(S(=O)(=O)N(C)C[C@@H]2OCc3cn(nn3)CCCC(=O)N([C@@H](C)CO)C[C@H]2C)cc1,26%,-10%
COc1ccc(S(=O)(=O)N2CCOCC2)cc1NC(=O)CN1C(=O)NC2(CCC(C)CC2)C1=O (configuration not stated),0%,7%
COc1cccc(NC(=O)N(C)C[C@@H]2Oc3ncc(Br)cc3C(=O)N([C@@H](C)CO)C[C@H]2C)c1,-2%,-12%
C[C@@H]1CN([C@@H](C)CO)C(=O)CCCn2nncc2CO[C@H]1CN(C)C(=O)Cc1ccccc1,0%,15%
C[C@H](CO)N1C[C@H](C)[C@@H](CN(C)S(=O)(=O)c2ccccc2)OCc2cnnn2CCCC1=O,9%,-5%
Cc1ccc(S(=O)(=O)N(C)C[C@H]2OCCCC[C@@H](C)Oc3ccc(NC(=O)Cc4ccccc4)cc3C(=O)N([C@H](C)CO)C[C@@H]2C)cc1,-10%,-28%
COCCNC(=O)c1cc(S(=O)(=O)N(C)C2CCCCC2)ccc1Cl,-1%,10%
CC(=O)NCCc1ccc(C(=O)COC(=O)c2ccc(C)s2)cc1,23%,1%
CC(C)CC1C(=O)N(Cc2cn(CCC3OCCCO3)nn2)CCS(=O)(=O)N1Cc1ccc(-c2cccc(N(C)C)c2)cc1 (configuration not stated),1%,0%
Cc1onc(-c2ccccc2)c1-c1nnc(COC(=O)c2ccc(F)cc2)o1,1%,-4%
O=S(=O)(c1ccc(SCc2c(F)cccc2Cl)nc1)N1CCCC1,-16%,-11%
CCN(CC)C(=O)C1=C(C)N(Cc2ccccc2)C(=O)C(CC(=O)NCCCN(C)C)C1 (configuration not stated),-5%,7%
N/C(Cc1ccc(Cl)cc1)=N\OC(=O)CCc1ccccc1,16%,3%
CC(C)NC(=O)N(C)C[C@@H]1Oc2cc(Br)ccc2S(=O)(=O)N([C@@H](C)CO)C[C@H]1C,-4%,-23%
COc1ccc(CN2C(=O)C(CC(=O)NCc3ccco3)CC(C(=O)N(C(C)C)C(C)C)=C2C)cc1 (configuration not stated),-4%,-11%
Cc1cccc(NC(=O)c2nc[nH]c2C(=O)NC[C@H](C)O)c1,-4%,21%
O=C(COC(=O)COc1ccc(Cl)cc1)Nc1cccnc1Cl,0%,7%
CCOC(=O)CCCCCC(=O)Nc1ccc2c(c1)C(=O)N([C@@H](C)CO)C[C@H](C)[C@H](CN(C)C(=O)c1ccccc1)OCCCC[C@H](C)O2,8%,-19%
Nc1ccccc1-n1nc2ccc3ccccc3c2n1,55%,-38%
CSc1nsc(SC)c1-c1ccc(Cl)cc1,5%,2%
O=C(c1ccc(N2C(=O)c3ccccc3C2=O)cc1)N1CCN(S(=O)(=O)c2ccccc2F)CC1,-19%,-6%
CC1=C(C(=O)N(C)C)CC(CC(=O)NC2CC2)C(=O)N1Cc1ccc(C(C)(C)C)cc1 (configuration not stated),5%,17%
CCN(CC(=O)Nc1c(F)cccc1F)C(=O)c1cccn1C,14%,7%
O=C(CCN1CCN(c2ccccc2)CC1)NNC(=O)c1ccccc1,1%,4%
C[C@H](CO)N1C[C@H](C)[C@@H](CN(C)S(=O)(=O)c2cn(C)cn2)Oc2ncc(Br)cc2C1=O,1%,-4%
COc1ccc(C(=O)CC(Sc2ccccc2N)c2ccc(OC)cc2)cc1 (configuration not stated),0%,-14%
O=C(c1cccs1)N1C[C@@H](O)[C@H](n2cc(C3CC3)nn2)C[C@@H]1c1ccccc1,0%,2%
Cc1ccc([C@H]2C[C@@H](n3cc(COC(=O)c4ccccc4)nn3)[C@H](O)CN2C(=O)c2cccs2)cc1,-15%,10%
COc1cc(/C=C2/SC(=S)N(CC(=O)NNC(=O)c3ccc(F)cc3)C2=O)cc(OC)c1OC,-2%,-6%
COc1cc(C(=O)COC(=O)c2ccc3c(c2)OCCO3)cc(OC)c1OC,-13%,-19%
Cc1cnc(C=O)c2cccc([N+](=O)[O-])c12,0%,14%
C[C@@H]1CN([C@H](C)CO)C(=O)c2cc(C#CC3CCCCC3)cnc2O[C@H]1CN(C)Cc1cccnc1,6%,5%
CCCCCCN1C[C@@H](n2cc(COC(=O)c3ccccc3)nn2)[C@H](O)C[C@@H]1c1ccccc1,-63%,25%
NS(=O)(=O)c1ccc(CCNC(=O)c2cccc(S(=O)(=O)N3CCc4ccccc43)c2)cc1,-37%,-4%

# Assay outcomes: PubChem BioAssay, National Center for Advancing Translational Sciences (NCATS)
